Screening data as filed in PubChem.
AmpC no deterg: qHTS Inhibitors of AmpC Beta-Lactamase (assay without detergent); P00811; AmpC nitrocefin hydrolysis, absorbance 480 nm, 0.0001% Triton; Potency, µM (doses to about 57.1 µM), for the others: at the highest dose activity change, negative = inhibition, usual class: inhibitors; actives 0.52% (n = 330,000);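 further: potency means the concentration at half of the fitted maximal effect; plate controls were no compound for no effect and no enzyme for full effect; nearly all actives have a fitted effect of over 20% in size; some results filed as inactive show a strong effect at the top dose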
Target sequence (P00811 whole entry, looked up): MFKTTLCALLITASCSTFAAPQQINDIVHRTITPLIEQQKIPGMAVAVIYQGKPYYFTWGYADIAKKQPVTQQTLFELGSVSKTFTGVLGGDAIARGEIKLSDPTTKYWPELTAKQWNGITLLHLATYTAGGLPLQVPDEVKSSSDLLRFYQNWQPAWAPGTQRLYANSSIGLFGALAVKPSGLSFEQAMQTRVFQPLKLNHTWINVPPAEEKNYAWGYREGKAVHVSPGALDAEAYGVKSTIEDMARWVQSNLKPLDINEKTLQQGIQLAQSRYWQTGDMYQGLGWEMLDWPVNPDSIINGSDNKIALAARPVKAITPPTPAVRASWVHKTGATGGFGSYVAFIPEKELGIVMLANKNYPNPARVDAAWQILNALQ
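AmpC (5.3 nM in the dispensed reagent) in 20 mM phosphate pH 7.0 with 0.01% (detergent screen) or 0.0001% Triton X-100 was preincubated with compounds for 15 min at room temperature. Nitrocefin was then added from an 800 uM solution, and hydrolysis was followed at 480 nm.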
FBPA Giardia inh: qHTS Assay for Inhibitors of Fructose-1,6-bisphosphate Aldolase from Giardia Lamblia. A8B2U2. purified Giardia FBPA. Potency, µM (series often up to 59.6 µM), inactives show at the highest dose activity, negative = inhibition, most hits filed as inhibitors. actives 0.71% (n = 290,000); further: potency means the concentration at half of the fitted maximal effect; nearly all actives have a fitted effect of over 55% in size
Target sequence (A8B2U2 whole entry, looked up): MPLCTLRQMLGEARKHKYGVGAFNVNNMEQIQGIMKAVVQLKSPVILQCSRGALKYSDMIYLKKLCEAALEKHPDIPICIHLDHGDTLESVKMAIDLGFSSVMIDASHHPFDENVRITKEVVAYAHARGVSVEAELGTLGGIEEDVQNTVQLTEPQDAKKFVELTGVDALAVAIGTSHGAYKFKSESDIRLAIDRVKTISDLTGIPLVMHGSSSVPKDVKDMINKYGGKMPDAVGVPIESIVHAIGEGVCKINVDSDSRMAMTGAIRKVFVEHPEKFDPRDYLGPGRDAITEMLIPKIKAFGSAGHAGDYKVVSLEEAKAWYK
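40 nM FBPA preincubated 10 min at RT with compound (up to 57.5 uM final), then substrate plus GAPDH/TPI/NAD/arsenate coupling and diaphorase/resazurin added. Fluorescence read after 20 min at RT, 525/598 nm.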
Sm TGR inh: qHTS Assay for the Inhibitors of Schistosoma Mansoni Peroxiredoxins; Potency, µM (series often up to 114 µM), without a hit: at the highest dose activity change, negative = inhibition, most hits filed as inhibitors; actives 3% (n = 360,000); purified TGR, DTNB reduction, TNB absorbance 405 nm; Schistosoma mansoni thioredoxin glutathione reductase (TGR), Q962Y6; further: potency means the concentration at half of the fitted maximal effect; nearly all actives have a fitted effect of over 60% in size
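First, TGR (20 nM dispensed) and NADPH were mixed with compound. Second, a 15 min room-temperature incubation followed. Third, further NADPH and then DTNB were added to start the reaction. Finally, TNB absorbance was monitored kinetically.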
HCMV antiviral: qHTS Assay for inhibitors of the human cytomegalovirus (HCMV). HFF cells, HCMV-luciferase reporter, 72 h; hits give low values. activity change, negative = inhibition, % at 57.5 µM. actives 4.5% (n = 410,000). AID 1259415, 2018; in the data active means activity change below about -60%; inconclusive means no clear call, values can overlap the other calls; inactive means above about -39%
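Two-dose cell screen: HFF monolayers treated with compounds and infected with luciferase-expressing HCMV at 1 PFU/cell, 72 h at 37C, then lysed for luciferase measurement.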
AmpC inh detg: qHTS Inhibitors of AmpC Beta-Lactamase (assay with detergent). P00811. AmpC hydrolysis of nitrocefin, absorbance 480 nm, 0.01% Triton. Potency, µM (series often up to 114 µM), inactives show at the highest dose activity change, negative = inhibition, most hits filed as inhibitors. actives 0.041% (n = 370,000);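 further: potency means the concentration at half of the fitted maximal effect; 0% = no-compound wells and -100% = no-enzyme wells; nearly all actives have a fitted effect of over 25% in size; some results filed as inactive show a strong effect at the top dose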
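AmpC (5.3 nM in the dispensed reagent) in 20 mM phosphate pH 7.0 with 0.01% (detergent screen) or 0.0001% Triton X-100 was preincubated with compounds for 15 min at room temperature. Nitrocefin was then added from an 800 uM solution, and hydrolysis was followed at 480 nm.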
AMA1 RON2 block: qHTS for Inhibitors of AMA1-RON; Towards Development of Antimalarial Drug Lead: Primary Screen | Plasmodium falciparum AMA1 (3D7) - RON2 peptide interaction | AlphaScreen AMA1-biotinylated RON2 peptide binding | Potency, µM (series often up to 58.2 µM), for inactives: at the top dose activity change, negative = inhibition, actives largely listed as inhibitors | actives 0.2% (n = 360,000) | AID 720542, 2013;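 further: potency means the concentration at half of the fitted maximal effect; 0% = vehicle wells and -100% = peptide control; nearly all actives have a fitted effect of over 45% in size; some results filed as inactive show a strong effect at the top dose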
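AMA1 (3D7) with his tag at 25 nM final met compounds first, then biotinylated RON2 peptide at 25 nM; detection used donor plus acceptor beads, 10 µg/mL apiece, read by AlphaScreen after 30 min at room temperature.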
The depositor's hits bear a star; u = inconclusive; x = not tested or not shown; [ ] = remark or other dose. Unless noted, the call rests on the fitted dose curve; in most records, active means well fitted curve in the direction sought with a large enough effect; inconclusive means small, poorly fitted or top-dose-only effect, or another doubt; inactive means no such curve, though single readings can be large; an effect the other way counts as inactive or inconclusive. Unless noted, on the % scale 0 is the no-effect control and ±100 the full control effect.

mol	AmpC no deterg	FBPA Giardia inh	Sm TGR inh	HCMV antiviral	AmpC inh detg	AMA1 RON2 block
O=C1CC(O)(c2ccccc2)C(c2ccccc2)=C1c1ccccc1 (centres undefined)	-26%	0%	2%	-6	-7%	-11%
COc1cccc(C2CC(c3ccc(Cl)cc3Cl)Nc3nc(N)nn32)c1 (centres undefined)	73%[activator]	-5%	3%	27	-14%	0%
CCC1(C)Cc2nc3sc(C(=O)O)c(N)c3cc2CO1 (centres undefined)	-24%	u	-25%	50	-4%	9%
CCc1nn(CC(=O)N2CCN(c3ccc(Cl)cc3)CC2)c(=O)c2cc3occc3n12	x	x	5%	-14	20%	x
CC(O)c1nc2c(c(=O)n(C)c(=O)n2C)n1C (centres undefined)	0%	7%	19%	-11	-7%	-5%
CS(=O)(=O)c1ccc(C(=O)N(CCc2ccccc2)Cc2ccccc2)cc1	118%[activator]	x	-13%	-1	-1%	-10%
c1csc(CN2CCNCC2)c1	-9%	-1%	-12%	6	u	7%
Cc1ccc(CN2CCC(CNC(=O)c3cnn(-c4ccccc4Cl)c3C3CCN(C(=O)OC(C)(C)C)CC3)CC2)cc1	x	x	-8%	-66*	5%	x
Cc1ccc(CN(C)C(=O)COC(=O)CSc2cc(C)c3ccccc3n2)cc1	11%	x	-3%	-20	u	-2%
C=C[C@@H]1c2ccccc2N(S(=O)(=O)c2ccc(C)cc2)[C@H](c2ccccc2)C1(C#N)C#N	-27%	x	-19%	-40	8%	-8%
COc1ccc(-n2c(C)nnc2SCC(=O)N2C(C)CCCC2C)cc1 (centres undefined)	48%	5%	-15%	-14	-8%	-4%
O=C(NCCC1=CCCCC1)c1ccc2c(c1)N(Cc1ccccc1F)C(=O)c1ccccc1S2=O (centres undefined)	x	x	5%	-35	27%	x
COc1cccc(-c2nn3c(=O)cc(CN4CCN(S(=O)(=O)c5ccc(C)cc5)CC4)nc3s2)c1	x	x	-1%	18	14%	x
O=C(Nc1cccs1)Nc1ccccc1Cl	-38%	-10%	-18%	23	3%	18%
CC1CCCC(C)N1C(=O)CN1c2cccc3cccc(c23)S1(=O)=O (centres undefined)	-23%	x	x	-22	x	-27%
CN(Cc1nc(-c2ccncc2)no1)S(=O)(=O)c1ccc(Cl)cc1	0%	1%	-2%	-29	-4%	0%
COC(=O)COc1ccccc1C(=O)Nc1ccc(OC)cc1	-29%	-7%	-14%	-9	-7%	-7%
COCCCNC(=O)CCc1nc2cccnc2n1Cc1ccc(OC)cc1	-19%	-2%	-15%	-6	-14%	-8%
CCOC(=O)c1c(CSc2ccc(C)cc2)n(C)c2cc(Br)c(O)c(CN(C)C)c12	142%[activator]	-17%	-11%	-63*	0%	0%
CN(C)c1ccc(CN(C(=O)COc2ccc(F)cc2)C2CCS(=O)(=O)C2)cc1 (centres undefined)	55%	1%	2%	45	1%	-23%
C=CCC1(CC=C)CCCN1C(=O)CC1C(=O)NCCN1Cc1cccc(OC)c1 (centres undefined)	128%[activator]	-12%	u	-24	2%	25%
CSc1cccc(NC(=O)N2CCc3ccc(NC(=O)c4ccccn4)cc3C2)c1	-44%	x	7%	u	-9%	29%
Oc1cccc(CN2CCCCC2)c1	-18%	5%	-7%	x	u	35%[activator]
O=C(CN1CCN(S(=O)(=O)c2ccccc2F)CC1)Nc1ccnn1C1CCCC1	22%	x	-5%	0	1%	4%
CO/N=C/c1cc([N+](=O)[O-])ccc1Sc1ccc(C)cc1	-7%	-5%	2%	-27	-7%	9%
COc1c(C)cc(C(=O)C2CCCN(Cc3cccc(C)n3)C2)cc1C (centres undefined)	76%[activator]	2%	-5%[57.1 µM]	13	-9%	14%
COc1ccc(NC(=O)CSc2ccc3c(c2)OCCO3)cc1S(N)(=O)=O	-16%	x	x	2	x	-6%
N#C/C(=C\c1ccc(C(=O)O)cc1)S(=O)(=O)c1cc(Br)ccc1Br	-29%	8%	10%	-24	-1%	12%
Fc1ccc(Cn2nnnc2C(c2cccs2)N2CCCCCC2)cc1 (centres undefined)	-30%	1%	-1%	-74*	u	8%
Cc1ccc(S(=O)(=O)N/N=C\c2ccc([N+](=O)[O-])o2)cc1	-12%	-16%	20µM*	u	-2%	-4%
CSc1ccccc1OCc1cc(C(=O)N(C)C2CCCc3ccccc32)no1 (centres undefined)	-8%	x	u	-33	6%	2%
N#C/C(=C\c1c(N2CCCCCC2)nc2ccccn2c1=O)C(=O)NCc1ccco1	15%	-7%	-6%	u	0%	-8%
Cc1cccc(CSCCNC(=O)CCSc2ccccc2)c1	7%	2%	0%	-33	u	-9%
Cc1ccccc1/C=N/Nc1nc2ccccc2c(=O)n1O	-21%	18µM*	-1%	32	-2%	71%[activator]
O=C(N1CCN(Cc2ccc3c(c2)OCO3)CC1)C(Cl)(Cl)Cl	7%	-9%	u	28	-3%	-7%
COc1ccc(CNC(=O)COC(=O)c2cc3ccccc3cc2O)cc1OC	-10%	x	x	0	x	6%[11.6 µM]
CCN1C(=O)[C@H]2[C@@H](c3ccc(-c4cccc(Cl)c4)c(OC)c3)N[C@@](Cc3ccccc3)(C(=O)OC)[C@H]2C1=O	14%	x	28µM*	67	u	12%
O=C(NCC(=O)N(Cc1cccs1)C(C(=O)NC1CCCCC1)c1ccncc1)c1ccco1 (centres undefined)	-32%	-7%	45µM*	-15	u	0%
CC(=O)N1c2ccc(S(=O)(=O)N3c4ccccc4CC3C)cc2CC1C (centres undefined)	93%[activator]	1%	5%	-31	-4%	-10%
O=C(Cc1ccc(F)cc1)NCC1CCCO1 (centres undefined)	-3%	7%	-32%	-17	2%	38%[activator]
C=CCOc1nc2sc(C)c(C)c2c(=O)n1-c1ccccc1	13%	11%	6%	-33	0%	10%
CCS(=O)(=O)c1ccc(S(=O)(=O)CC)s1	-13%	2%	15%	46	-8%	-6%
CCOC(=O)c1c(NC(=O)COC(=O)CCS(=O)(=O)c2ccc(C)cc2)sc(C)c1C	-14%	0%	-9%	-6	1%	0%
CCc1ccc(-c2nc(SCC(=O)NC3CCCC3)n[nH]2)cc1	-25%	x	-9%	-91*	u	12%
C/C(=N\NC(=O)c1ccc([N+](=O)[O-])cc1)c1cc2ccccc2oc1=O	-37%	-22%	-24%	23	-8%	72%[activator]
CCOCc1nnc(NC(=O)COC)s1	-7%	-12%	2%	19	-9%	-12%
CCC(=O)Nc1sc(C(=O)N2CCCCC2)c(C)c1C#N	-18%	4%	-1%	-34	0%	11%
CCc1ccc2nc(SCC(=O)Nc3nnc(C)s3)c(C)cc2c1	-31%	4%	2%	-6	-2%	9%
COc1cc(S(=O)(=O)NCCN2CCOCC2)c(OC)cc1Cl	-10%	2%	38%[activator]	42	3%	27%
COC(CNC(=O)C1CCN(S(=O)(=O)c2ccc3nc4c(c(C(=O)O)c3c2)CC(C)CC4)CC1)OC (centres undefined)	6%	u	-32%	-22	u	-5%

Additional records.
mol	AmpC no deterg	FBPA Giardia inh	Sm TGR inh	HCMV antiviral	AmpC inh detg	AMA1 RON2 block
CCCN(Cc1nnc(-c2cccs2)o1)C(=O)c1cccc(S(=O)(=O)N2CCOCC2)c1	64%[activator]	x	-11%	-33	-2%	-3%[11.6 µM]
CC(C)Cn1c(=S)[nH]c2cc(C(=O)O)ccc2c1=O	-17%	u	-1%	-27	-12%	9%
COc1cccc(C2NC(=O)NC(C)=C2C(=O)OCC2CCCCC2)c1 (centres undefined)	-9%	16%	2%	-31	-13%	-14%
Cc1ccc(N(CC(=O)NCc2cccnc2)S(C)(=O)=O)cc1C	-17%	5%	5%	25	4%	-13%
CCC(C)(C)n1nnnc1C(c1ccc2ncccc2c1)N1CCN(Cc2ccc3c(c2)OCO3)CC1 (centres undefined)	-8%	10%	0%	20	-17%	3%
O=C(c1cccc(Oc2ccc([N+](=O)[O-])cc2Cl)c1)N1CCOCC1	189%	x	-11%	8	-2%	3%
O=C(CN(Cc1ccccc1)S(=O)(=O)c1ccccc1)N1CCOCC1	5%	0%	6%	8	0%	10%
CCn1c2ccccc2c2cc(NC(=O)COc3cccc(C)c3)ccc21	x	x	1%	9	1%	x
O=C(NC(Cc1c[nH]c2ccccc12)C(=O)OCC(=O)c1cccc2ccccc12)c1cccs1 (centres undefined)	-40%	2%	-4%	10	-3%	39%[activator]
CC(C)=CCC/C(C)=C/CNC(=O)C[C@H]1C[C@H](C(=O)N2CCCCC2)[C@@]2(C)c3[nH]c4ccc(Cl)cc4c3CCN2C1=O	2%	x	x	-19	x	4%

Continued, starting with the last five of the part before.
mol	AmpC no deterg	FBPA Giardia inh	Sm TGR inh	HCMV antiviral	AmpC inh detg	AMA1 RON2 block
O=C(c1cccc(Oc2ccc([N+](=O)[O-])cc2Cl)c1)N1CCOCC1	189%	x	-11%	8	-2%	3%
O=C(CN(Cc1ccccc1)S(=O)(=O)c1ccccc1)N1CCOCC1	5%	0%	6%	8	0%	10%
CCn1c2ccccc2c2cc(NC(=O)COc3cccc(C)c3)ccc21	x	x	1%	9	1%	x
O=C(NC(Cc1c[nH]c2ccccc12)C(=O)OCC(=O)c1cccc2ccccc12)c1cccs1 (centres undefined)	-40%	2%	-4%	10	-3%	39%[activator]
CC(C)=CCC/C(C)=C/CNC(=O)C[C@H]1C[C@H](C(=O)N2CCCCC2)[C@@]2(C)c3[nH]c4ccc(Cl)cc4c3CCN2C1=O	2%	x	x	-19	x	4%
Cn1c(N/N=C\c2cccc(O)c2)cc(=O)n(C)c1=O	-17%	u	-2%	42	u	-2%[2.32 µM]
CCOc1ccc(-c2cc(CCCC(=O)NCCc3ccc(Cl)cc3)no2)cc1	x	x	6%	-21	9%	x
Cc1ccc(OCC(=O)Nc2ccc3c(c2)nc(CCN2CCCCC2)n3C)cc1	15%	-16%	-4%	-72*	u	8%
COc1cccc(OC)c1-c1nn(-c2ncc(C(F)(F)F)cc2Cl)c(=O)o1	-13%	0%	11%	-26	u	2%
O=C(Nc1ccc(Cl)c(S(=O)(=O)N2CCOCC2)c1)c1cc(=O)[nH]c2ccccc12	-12%	x	-20%	11	3%	5%
Cc1ccc(NC(=O)Nc2ccc3c(c2)C(=O)OC3)cc1Cl	-17%	6%	0%	-4	-3%	-4%
COc1ccc(C(=O)OCC(=O)Nc2ccc(Cl)c(C(F)(F)F)c2)c(OC)c1OC	26%	0%	-15%	-62*	-4%	4%
